# Screens (PubChem BioAssay)
# EPAC1 agonist: activates human EPAC1 exchange factor. O95398. EPAC1 agonist qHTS, biochemical assay; response scale: 100% = response to 6.5 mM cAMP. Potency, µM (highest dose often 154 µM), for the others: top-dose activation, hits mostly activators. actives 0.073% (n = 360,000). AID 720707; note: potency is the fitted concentration of half-maximal effect; nearly all actives have a fitted effect of over 60% in size
#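 Normalized to 6.5 mM cAMP, activity reflects EPAC1-catalysed release of BODIPY-GDP from Rap1B, followed kinetically over 30 min at 480 nm excitation, 540 nm emission. Reaction contained 100 nM EPAC1, 250 nM Rap1B-BODIPY-GDP, 50 uM GDP.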
# PLK1 PBD block: PLK1 (human) polo-box domain binding inhibition; Potency, µM, inactives show max response, negative = inhibition, actives largely listed as inhibitors; actives 2.8% (n = 360,000); P53350; Plk1 PBD binding of FITC phosphopeptide, fluorescence polarization; note: potency is the fitted concentration of half-maximal effect; series mostly up to about 57 µM; % is set by controls: 0 for no effect and ±100 for the full control effect; nearly all actives have a fitted effect of over 65% in size
# Target sequence (P53350 whole entry, looked up, the tested form may be a part): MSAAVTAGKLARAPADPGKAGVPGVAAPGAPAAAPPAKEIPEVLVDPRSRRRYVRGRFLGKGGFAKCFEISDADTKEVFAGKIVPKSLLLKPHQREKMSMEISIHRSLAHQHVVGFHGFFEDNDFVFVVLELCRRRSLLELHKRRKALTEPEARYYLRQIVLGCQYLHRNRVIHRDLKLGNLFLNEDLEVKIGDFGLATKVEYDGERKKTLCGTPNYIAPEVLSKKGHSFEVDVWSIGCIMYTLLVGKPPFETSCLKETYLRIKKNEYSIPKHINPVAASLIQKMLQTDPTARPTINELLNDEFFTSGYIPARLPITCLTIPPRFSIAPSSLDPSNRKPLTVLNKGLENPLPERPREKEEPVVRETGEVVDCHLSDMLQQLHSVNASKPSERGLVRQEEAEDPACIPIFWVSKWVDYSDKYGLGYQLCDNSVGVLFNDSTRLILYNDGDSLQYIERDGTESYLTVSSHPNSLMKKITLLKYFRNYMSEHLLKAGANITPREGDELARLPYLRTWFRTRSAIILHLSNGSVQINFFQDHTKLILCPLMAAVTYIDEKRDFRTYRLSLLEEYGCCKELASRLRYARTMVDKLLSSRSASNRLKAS
# WRN inhibitor: inhibitors of human WRN helicase; Q14191; WRN helicase unwinding, fluorescent forked duplex, kinetic; Potency, µM (top dose mostly 114 µM), without a hit: at the highest dose activity change, negative = inhibition, most hits filed as inhibitors; actives 0.46% (n = 360,000); note: potency is the fitted concentration of half-maximal effect; % is set by controls: 0 for no effect and ±100 for the full control effect; nearly all actives have a fitted effect of over 55% in size
#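 WRN at 20 nM final preincubated with compound 15 min at room temperature; reaction started with 100 nM fluorophore/quencher forked duplex oligonucleotide and 2 mM ATP final. Unwinding followed kinetically by red fluorescence (ex 525, em 598 nm).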
# aSyn rescue: rescues yeast growth from alpha-synuclein toxicity. Yeast expressing alpha-synuclein, growth rescue, BacTiter-Glo, 24 h. Potency, µM (top dose mostly 46.1 µM), for inactives: top-dose growth rescue (activation), actives largely listed as activators. actives 0.14% (n = 370,000). AID 652106; note: potency is the fitted concentration of half-maximal effect; % of control where 0% means no effect; nearly all actives have a fitted effect of over 65% in size
#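 Galactose-induced alpha-syn yeast (OD600=0.02, raffinose-pregrown) + pinned cpd, 24 hr, 30 deg C; growth by BacTiter-Glo luminescence. Growth restoration scores as activation.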
# IL2 activator: IL-2 activation | AID 652025 | IL-2 activation reporter assay, cell-based qHTS; stimulated with anti-CD3/CD4/CD28 beads; in transgenic mouse T cells | actives 0.065% (n = 360,000) | activation, % (series mostly up to about 46 µM); in the data active = activation above about 50%; inconclusive = mostly about 30% to 49%; note: 0% is about no effect
#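 Unstimulated transgenic mouse T cells; 60-min compound exposure; bead-based TCR/CD4/CD28 stimulation; 18 h culture, 37 degrees C; dual fluorescence (EGFP, DsRed) plate cytometry.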
# EPAC1 antagonist: antagonists of human EPAC1. actives 0.14% (n = 360,000). O95398. Potency, µM (series often up to 115 µM), without a hit: at the top dose activity change, negative = inhibition, actives largely listed as inhibitors. EPAC1 GEF assay, Rap1b-BODIPY-GDP exchange fluorescence;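 note: potency is the fitted concentration of half-maximal effect; plate controls were vehicle for no effect and positive control for full effect; nearly all actives have a fitted effect of over 50% in size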
# PI5P4K alpha inh: PI5P4K alpha (human) kinase inhibition. P48426. PI5P4Kalpha enzyme, ADP-Glo luminescence, 60 min; stronger effect = lower value. max response, %. actives 1.2% (n = 330,000); active = max response of -50% or lower; inconclusive = between -30% and -50%; inactive = -30% or higher; note: value at the top dose of about 77 µM; % is set by controls: 0 for no effect and ±100 for the full control effect
# Target sequence (P48426 whole entry, looked up): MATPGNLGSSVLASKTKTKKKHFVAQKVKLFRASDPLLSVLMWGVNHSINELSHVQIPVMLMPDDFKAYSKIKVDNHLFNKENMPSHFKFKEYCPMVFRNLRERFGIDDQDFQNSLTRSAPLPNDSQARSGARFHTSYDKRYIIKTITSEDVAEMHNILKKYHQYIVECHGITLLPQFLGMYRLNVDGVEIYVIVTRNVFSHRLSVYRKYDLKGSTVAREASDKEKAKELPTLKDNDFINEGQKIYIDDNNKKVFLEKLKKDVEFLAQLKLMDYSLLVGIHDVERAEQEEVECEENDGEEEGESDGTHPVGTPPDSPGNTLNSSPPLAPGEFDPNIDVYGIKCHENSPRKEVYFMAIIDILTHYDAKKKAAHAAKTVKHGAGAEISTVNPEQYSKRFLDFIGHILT
#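 Quantitative HTS of the MLSMR library against PI5P4Kalpha with substrate. ATP added last at 5 microM final; room temperature, 60 minutes. Remaining ATP depleted, ADP converted and read as luminescence.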
# FUS suppressor: suppressors of FUS proteinopathy in yeast; S. cerevisiae FUS-expressing, growth rescue, OD600, 24 h; Potency, µM (top dose mostly 76.6 µM), without a hit: at the top dose growth rescue (activation), hits mostly activators; actives 0.24% (n = 390,000); AID 1347120;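 note: potency is the fitted concentration of half-maximal effect; plate controls were DMSO vehicle for no effect and reference control for full effect; nearly all actives have a fitted effect of over 55% in size; some results filed as inactive show a strong effect at the top dose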
#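 Absorbance at 600 nm, taken 24hr after compound addition, measured rescue of FUS-yeast growth at 30C. Induction used 2% galactose with seeding at OD 0.005. Controls: CP55940 from 92uM final, DMSO only.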
# Abeta rescue: compounds reversing amyloid beta toxicity in yeast; Potency, µM (series often up to 46.1 µM), without a hit: at the top dose growth rescue, most hits filed as activators; actives 0.063% (n = 410,000); yeast expressing A-beta42, growth rescue, OD600, 48 h; response scale: 0% DMSO, 100% iron-clioquinol control; note: potency is the fitted concentration of half-maximal effect; nearly all actives have a fitted effect of over 55% in size
#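 Yeast growth medium received pinned compounds, then yeast cells expressing toxic A-beta were added; plates incubated at 30 C for 48 hr. Growth read as absorbance at 600 nm, normalized to DMSO and equimolar FeCl3 plus clioquinol controls.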
# The depositor's hits bear a star; ? = inconclusive; · = not tested or not shown; & = joins results of further samples; [ ] = remark or other dose. Unless noted, calls come from the whole dose curve; as a rule, active = well fitted curve in the direction sought with a large enough effect; inconclusive = small, poorly fitted or top-dose-only effect, or another doubt; inactive = no such curve, though single readings can be large; an effect the other way counts as inactive or inconclusive.
# Results follow in this order: EPAC1 agonist	PLK1 PBD block	WRN inhibitor	aSyn rescue	IL2 activator	EPAC1 antagonist	PI5P4K alpha inh	FUS suppressor	Abeta rescue
- COc1cc(C=O)ccc1Oc1ccc(S(=O)(=O)N2CCOCC2)cc1[N+](=O)[O-]
  10%	1%	-28%	10%	-0.1	-5%	-6	14%	23%
- O=C(NC1CC1)C(=O)c1c(-c2ccccc2)[nH]c2ccccc12
  -34%[inhibitor]	-16%	-1%	1%	-0.7	1%	3	-14%	-11%
- COc1cc(OC)cc(-n2nc(C(=O)N3CC(C)CC(C)C3)c3ccccc3c2=O)c1 (configuration not stated)
  -1%	-3%	2%	2%	0.4	18%	·	40%	18%
- Cc1nn(C(=O)c2ccc([N+](=O)[O-])cc2)c(C)c1Br
  -1%	1%	10%	1%	0.7	5%	0	-27%	-13%
- CN(CCOc1ccc(Cl)cc1)CC(O)c1ccccc1 (configuration not stated)
  12%	1%	-3%[57.1 µM]	0%	-0.3	3%	-1	7%	-4%
- CNC(=S)Nc1cccc(-c2cnc3ccccc3n2)c1
  -1%	-12%	1%	10%	-0.1	5%	9	35%	-9%
- CN(C)C(CNC(=O)c1ccc(NS(=O)(=O)c2cccc([N+](=O)[O-])c2)cc1)c1ccco1 (configuration not stated)
  -6%	3%	-11%	3%	1.4	5%	3	21%	5%
- CCn1cc(C(=O)NC2CCCCCC2)c(=O)c2ccc(C)nc21
  1%	-13%	-7%	-6%	0.2	?	6	-15%	-16%
- CSCCC(NS(=O)(=O)c1ccc(C)cc1)C(=O)N1CCN(S(=O)(=O)c2ccc(F)cc2)CC1 (configuration not stated)
  2%	-5%	-4%	7%	1.4	-2%	-5	23%	6%
- COc1ccc(O)c(-c2cc(C(F)(F)C(F)F)nc(-c3ccccc3)n2)c1
  -19%	-2%	1%	-8%	0.5	2%	14	-5%	-8%
- CCOC(=O)c1ccc(COC(=O)CNC(=O)CNC(=O)c2ccc(OC)cc2)o1
  6%	2%	-9%	1%	0.9	-19%	2	-17%	19%
- COCCCNc1ncnc2ccc(C)cc12
  -10%	0%	0%[57.1 µM]	0%	-0.8	3%	-1	14%	-2%
- Cc1ccc(/C=N/NC(=O)CSc2nc3ccccc3[nH]2)o1
  -6%	-12%	-2%	-2%	0.6	-2%	-3	19%	-4%
- COc1ccc(C)cc1N(CC(=O)Nc1cccnc1)S(=O)(=O)c1ccccc1
  -7%	-12%	8%	3%	-0.5	11%	-4	0%	19%
- COC(=O)c1ccc(NC(=O)C2CCCN2C(=O)Nc2cccc(C(C)=O)c2)cc1 (configuration not stated)
  0%	-13%	1%	-3%	0.6	18%	2	18%	-4%
- CC(C)(C)c1nnc2sc(SCC(=O)N3CCCCC3)nn2c1=O
  -11%	3%	5%	-9%	-1.8	11%	1	·	4%
- CC(=O)c1ccc(NC(=O)CN2C(=O)/C(=C/C=C/c3ccccc3)SC2=S)cc1
  -49%[inhibitor]	4%	-18%	-2%	0.0	2%	-24	·	-1%
- CSc1ccc(CCNC(=O)CCc2nnc3ccc(NCCCN4CCCC4=O)nn23)cc1
  -11%	2%	7%	-15%	-0.1	5%	-3	-1%	-14%
- CC1(C)CCC(C)(C)NC(=S)N1
  4%&-10%	5%&2%	0%&8%	2%&-16%	1.0&-0.6	3%&-3%	3&-3	-9%	11%&0%
- COC(=O)c1sc(NC(=O)C(C)c2ccccc2)nc1C (configuration not stated)
  6%	2%	-7%	14%	0.0	-7%	2	-11%	?
- CN(C(=O)COC(=O)c1ccc(S(=O)(=O)N2CCOCC2)cc1)C1CCCCC1
  -7%	-5%	-9%	1%	-0.2	-14%	3	27%	-3%
- COc1ccc(C(=O)N=S2CCN(C(=O)c3ccc(Cl)cc3)CC2)cc1
  4%	2%	1%	8%	1.3	7%	3	8%	5%
- CC(NC1CCCC1)C(=O)Nc1ccccc1-c1ccccc1 (configuration not stated)
  7%	-2%	-2%	19%	-3.2	-6%	·	16%	-7%
- Cc1ccc(CSc2nnc3c(n2)OC2(Nc4ccccc4-3)C(=O)Nc3ccc(F)cc32)cc1 (configuration not stated)
  -3%	?	-32%	-7%	0.3	-3%	·	36%	-18%
- CCN1C(=O)[C@H]2[C@@H](c3ccc(C)cc3)N3C(=O)N(c4cccc(Cl)c4)C(=O)[C@@]3(CC(C)C)[C@H]2C1=O
  1%	-18%	-15%	9%	-2.7	-28%	4	?	6%
- CCN(CC(=O)NCc1ccc(Cl)cc1)C(=O)c1ccc(S(=O)(=O)NCc2ccco2)cc1
  -5%	-6%	-2%	4%	0.5	-2%	3	11%	-3%
- Cc1c(OC(C)C(=O)NCc2ccncc2)ccc2c3c(c(=O)oc12)CCC3 (configuration not stated)
  3%	-6%	1%	2%	-2.6	-6%	0	3%	-14%
- O=C(CC1SC(=Nc2ccccc2F)N(CCN2CCOCC2)C1=O)Nc1ccc(F)cc1F (configuration not stated)
  2%	-26%	-14%	-2%	-1.6	-40%	4	19%	-18%
- O=C(NC(Cc1c[nH]c2ccccc12)C(=O)O)OCC1c2ccccc2-c2ccccc21 (configuration not stated)
  -9%	-17%	9%[57.1 µM]	-13%	1.0	-8%	33	29%	-14%
- O=C1CC(c2ccccc2)CC(O)=C1C=NCCN1CCN(Cc2ccccc2)CC1 (configuration not stated)
  4%	8%	3%	13%	0.4	9%	-1	2%	3%
- O=C(c1ccccc1)N1CCN(c2ccc(N3CCOCC3)nn2)CC1
  7%	-6%	1%	-9%	-2.1	13%	9	-2%	6%
- O=C(O)COc1ccccc1/C=N/NC(=O)Cc1ccccc1
  -2%	6%	1%	13%	-0.4	-8%	-8	-21%	0%
- NC(N)=N/N=C/c1ccc(OCc2ccc(Cl)cc2)cc1
  14%	-10%	-1%	-8%	-3.0	-3%	·	37%	-60%[inhibitor]
- CC(C)N(C(=S)NC1CC2CCC1C2)c1ccccc1 (configuration not stated)
  7%	-2%	7%	-7%	0.6	-4%	3	-16%	12%
- Cc1cnn(C(=S)NCc2ccc(Cl)cc2)c1
  23%	?	-18%	-5%	-2.2	-15%	·	7%	4%
- O=C(O)CSCC(=O)Nc1ccc(Br)c(C(F)(F)F)c1
  -5%	-12%	7%	1%	0.5	14%	4	0%	-1%
- CC(NC(=O)C1CCN(C(=O)Nc2ccccc2)CC1)c1ccc(Cl)cc1 (configuration not stated)
  10%	3%	4%	-1%	0.7	4%	2	-24%	-14%
- COc1cccc(/C=C/C(=O)OCC(=O)c2ccc(S(=O)(=O)N3CCCCC3)cc2)c1OC
  -10%	-2%	-19%	2%	-1.2	-11%	-10	28%	23%
- COc1ccc(C2CC(c3cc(OC)ccc3OC)n3nnnc3N2)cc1 (configuration not stated)
  -7%	-5%	-4%	0%	0.5	-12%	4	?	4%
- CCN(CC)C(=O)c1cnn(-c2ccccc2)c1NC(=O)c1ccccc1F
  -2%	-1%	-3%	1%	3.2	9%	·	19%	1%
- CC1CCN(C(=O)CSc2nc3ccccc3c(=O)[nH]2)CC1
  1%	-3%	-7%	2%	2.2	4%	2	12%	4%
- COc1cccc(C(c2sc3nc(C)nn3c2O)N2CCN(C(=O)c3ccco3)CC2)c1 (configuration not stated)
  5%	-7%	1%	1%	-3.2	-12%	-1	19%	11%
- COc1ccccc1CNC(=O)C(C)n1nc(C)n2c(cc3occc32)c1=O (configuration not stated)
  -20%	27µM*	4%	9%	-0.2	3%	-14	-9%	4%
- CCCCn1c2nc3ccccc3nc2c2c(=O)n(CCC(C)C)cnc21
  7%	0%	-2%	-3%	-1.4	15%	·	-13%	19%
- CC(NC(=O)CSc1n[nH]c(=O)n1C1CC1)C12CC3CC(CC(C3)C1)C2 (configuration not stated)
  1%	-14%	-6%	3%	1.6	8%	0	4%	14%
- CC(C)Oc1ccc(C(=O)Nc2c3c(nn2C(C)(C)C)CS(=O)(=O)C3)cc1
  -9%	-2%	9%	2%	-3.0	-13%	-5	4%	14%
- CCOC(=O)c1c(NC(=O)CSc2nnc(C)s2)sc2c1CCC(CC)C2 (configuration not stated)
  5%	-6%	-16%	16%	-4.7	-20%	·	?	3%
- Cc1ccc(C(=O)Nc2ccccc2C(=O)N2CCN(c3ccccc3)CC2)cc1
  -10%	-9%	6%	2%	-2.9	-17%	2	3%	13%
- Cc1cccc(C)c1OCC(=O)Nc1cc(Cl)ccc1-n1cncn1
  13%	-2%	1%	1%	-2.2	-9%	2	5%	22%
- CC(=O)Nc1ccc(NC(=O)CN(c2cccc([N+](=O)[O-])c2)S(C)(=O)=O)cc1
  2%	4%	8%	4%	0.2	0%	-4	-9%	-3%
- O=C(N/N=C/c1cccc2ccccc12)c1cccc(F)c1
  5%	1%	0%	0%	-1.6	-9%	-1	29%	5%
- OCCCN=c1cc(-c2ccccc2)oc2ccc(Cl)cc12
  0%	-1%	-17%	4%	-0.4	13%	7	-2%	3%
- CCc1c(C)[nH]n(-c2nc(-c3ccccc3)cs2)c1=O
  -4%	-14%	-4%[57.1 µM]	-3%	0.5	0%	-6	5%	11%
- O=C(Cn1cnc([N+](=O)[O-])n1)N/N=C/c1cc(Cl)ccc1O
  2%	-1%	-31%[57.1 µM]	3%	4.8	-5%	0	16%	-12%

# Some entries already given, showing only PLK1 PBD block and Abeta rescue:
SMILES | PLK1 PBD block | Abeta rescue
OCCCN=c1cc(-c2ccccc2)oc2ccc(Cl)cc12 | -1% | 3%
CCc1c(C)[nH]n(-c2nc(-c3ccccc3)cs2)c1=O | -14% | 11%

# Random draw from the library; any-hit rate near 4.1%.
